Eya2 inh: blocks the phosphatase activity of human Eya2; O00167; recombinant Eya2, OMFP fluorescence dephosphorylation (OMFP is methylfluorescein phosphate); Potency, µM (titrated, usually from 76.9 µM), without a hit: top-dose activity, negative = inhibition, actives largely listed as inhibitors; actives 0.006% (n = 330,000); AID 488837; further: potency means the concentration at half of the fitted maximal effect; on the % scale 0 is the no-effect control and ±100 the full control effect
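Eya2 protein (added as 0.2 uM solution) was preincubated with compound for 10 min at ambient temperature in 50 mM HEPES pH 7.5, 50 mM NaCl, 5 uM MgCl2, 0.05% BSA, 1 mM DTT. OMFP (added at 50 uM) then reacted 10 min; fluorescence read at 485/525 nm.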
TSHR antagonist: blocks TSH signaling through the human TSH receptor; TSHR-expressing cells, TSH-stimulated cAMP HTRF, 2 h; active compounds read low; activity change, negative = inhibition, % at 11.5 µM; actives 0.2% (n = 330,000);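 active means activity change below a set negative limit, meaning inhibition stronger than a set level, cut at about -70% in these data; inconclusive means activity change between two set negative limits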; further: on the % scale 0 is the no-effect control and ±100 the full control effect
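Freshly harvested TSHR cells receive pin-tooled compound, then EC80 TSH at 4nM final. After 2 hours at 37 deg C, antibody in lysis buffer and cAMP-d2 are added; 30 minutes at ambient temperature precede the HTRF read.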
Mito fusion act: inhibitors of mitochondrial division or activators of mitochondrial fusion | S. cerevisiae fusion-defective mutant growth rescue, CellTiterGlo 48 h | Potency, µM (doses to about 46.1 µM), for inactives: at the highest dose growth rescue (activation), hits mostly activators | actives 0.23% (n = 320,000);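 further: potency means the concentration at half of the fitted maximal effect; % of control where 0% means no effect; nearly all actives have a fitted effect of over 45% in size; temperature-sensitive fusion mutants such as fzo1-1 at 37 °C on non-fermentable ethanol glycerol medium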
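Temperature-sensitive fusion-defective S. cerevisiae (e.g. fzo1-1, mgm1-5) were grown with compound in YPEG medium (3% ethanol, 3% glycerol) for 48 hours at 37C. Growth rescue was measured as viability by CellTiterGlo luminescence after 10 minutes at ambient.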
Tb PFK inh: inhibitors of T. brucei phosphofructokinase. T. brucei PFK, ADP-Glo luminescence. Potency, µM (series often up to 57.5 µM), without a hit: at the highest dose activity, negative = inhibition, most hits filed as inhibitors. actives 0.17% (n = 330,000). AID 485367;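 further: potency means the concentration at half of the fitted maximal effect; 0% = uninhibited 1x PFK enzyme wells and -100% = no-enzyme wells; nearly all actives have a fitted effect of over 60% in size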
Target sequence (O15648 whole entry, looked up): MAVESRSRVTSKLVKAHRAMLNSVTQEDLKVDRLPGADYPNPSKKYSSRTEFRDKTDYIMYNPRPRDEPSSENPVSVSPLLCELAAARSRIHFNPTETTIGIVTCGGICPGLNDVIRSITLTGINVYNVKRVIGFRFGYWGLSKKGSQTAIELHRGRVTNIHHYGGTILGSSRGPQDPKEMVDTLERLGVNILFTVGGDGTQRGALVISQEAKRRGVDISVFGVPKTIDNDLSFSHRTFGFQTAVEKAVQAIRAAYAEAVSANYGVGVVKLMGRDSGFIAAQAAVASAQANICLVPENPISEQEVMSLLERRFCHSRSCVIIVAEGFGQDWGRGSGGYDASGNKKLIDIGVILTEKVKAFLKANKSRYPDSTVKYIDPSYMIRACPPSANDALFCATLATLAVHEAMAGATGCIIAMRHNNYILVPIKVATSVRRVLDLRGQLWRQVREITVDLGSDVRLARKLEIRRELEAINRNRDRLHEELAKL
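In TEA buffer at pH 8.0 with 5 mM MgCl2, enzyme (1.25 nM) converted F6P (0.5 mM) and ATP (0.1 mM) for 45 min at room temperature. ADP product was read by luciferase luminescence.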
TSG101-PTAP inh: blocks PTAP/TSG101 interaction to inhibit HIV-1 budding; Fluorescence polarization, FITC-PTAP peptide / Tsg101 binding; Potency, µM (series often up to 115 µM), without a hit: at the top dose activity change, negative = inhibition, most hits filed as inhibitors; 340,000 tested, under 10 active; AID 493005; active means well fitted inhibition curve with a large enough effect in the main read-out, with a control signal flat, not every such curve was filed as active; inconclusive means small, poorly fitted or top-dose-only effect, or effect the other way, or a change in a side signal; inactive means no such curve, though single readings can be large or run the other way; further: potency means the concentration at half of the fitted maximal effect; % of control where 0% means no effect
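Compounds were pin-transferred onto Tsg101 binding domain (10 uM final) in HEPES pH 7.5 buffer, then FITC-PTAP peptide was added at 50 nM final. After 20 min at RT, polarization reported peptide displacement across a qHTS concentration series.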
uPA surface inh: cell surface uPA generation inhibition; cell surface uPA generation assay, qHTS; actives 0.31% (n = 330,000); Potency, µM (series often up to 38.3 µM), for inactives: top-dose activity change, negative = inhibition, hits mostly inhibitors; active means well fitted inhibition curve with a large enough effect; inconclusive means small, poorly fitted or top-dose-only effect; inactive means no such curve, though single readings can be large or run the other way; tested in mouse RAW 264.7 cells; further: potency means the concentration at half of the fitted maximal effect; on the % scale 0 is the no-effect control and ±100 the full control effect; nearly all actives have a fitted effect of over 55% in size
TCR act: activates T cell receptor signaling; primary human leukocytes, anti-CD3, IL-2 HTRF, 48 h; Potency, µM (doses to about 9.22 µM), for inactives: at the highest dose activation of IL-2 secretion, actives largely listed as activators; 330,000 tested, under 10 active; AID 504894; further: % of control where 0% means no effect
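Compounds are tested in HTS on primary human leukocytes co-incubated with a-CD3 beads for 48 hr. IL-2 output is measured by time-resolved FRET.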
USP2a inh: USP2a (human) protease inhibition | Potency, µM (top dose mostly 38.3 µM), inactives show top-dose activity change, negative = inhibition, hits mostly inhibitors | actives 0.01% (n = 330,000) | AID 463254 | USP2 core, Ub-CHOP2 coupled fluorogenic reporter, 485/531 | O75604;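 further: potency means the concentration at half of the fitted maximal effect; plate controls were DMSO wells for no effect and full inhibition by NEM control for full effect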
Target sequence (O75604 whole entry, looked up): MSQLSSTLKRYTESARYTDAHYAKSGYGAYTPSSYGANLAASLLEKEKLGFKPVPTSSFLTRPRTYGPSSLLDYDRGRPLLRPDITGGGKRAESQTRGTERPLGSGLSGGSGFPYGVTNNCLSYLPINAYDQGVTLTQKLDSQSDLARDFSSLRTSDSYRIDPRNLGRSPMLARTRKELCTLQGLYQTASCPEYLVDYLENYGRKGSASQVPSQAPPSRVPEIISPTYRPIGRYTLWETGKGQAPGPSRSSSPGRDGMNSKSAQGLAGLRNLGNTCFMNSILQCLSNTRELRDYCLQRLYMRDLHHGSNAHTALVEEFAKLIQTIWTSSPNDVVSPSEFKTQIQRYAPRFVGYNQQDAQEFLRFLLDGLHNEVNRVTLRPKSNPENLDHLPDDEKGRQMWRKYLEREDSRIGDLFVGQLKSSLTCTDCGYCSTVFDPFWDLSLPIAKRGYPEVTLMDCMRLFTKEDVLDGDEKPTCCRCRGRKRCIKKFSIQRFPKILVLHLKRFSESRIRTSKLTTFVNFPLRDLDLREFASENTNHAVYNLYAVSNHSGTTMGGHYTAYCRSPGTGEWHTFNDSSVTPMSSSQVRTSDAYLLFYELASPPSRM
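Cell-free coupled assay: 10nM USP2 core preincubated 30min RT with compound in Tris-HCl pH 8.0/CaCl2/CHAPS buffer, then 25nM Ub-CHOP2 and 25nM reporter substrate; fluorescence (Ex 485/Em 531) read after 60min RT, normalized to NEM inhibition, concentration-response curves fitted.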
Chronic BCR inh: blocks chronic active B-cell receptor signaling; ABC-DLBCL IkBa-CBG/CBR reporter, luminescence ratio, 4 h; Potency, µM (series often up to 46.1 µM), for the others: top-dose ratio change, negative = lower green/red ratio, hits mostly inhibitors; actives 0.05% (n = 340,000); active means well fitted inhibition curve with a large enough effect in the signal ratio, with a control signal flat, not every such curve was filed as active; inconclusive means small, poorly fitted or top-dose-only effect, or effect the other way, or a change in a side signal; the % refers to the signal ratio;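 further: potency means the concentration at half of the fitted maximal effect; plate controls were basal doxycycline-induced cells for no effect and cells given 10 µM MG132 for full effect; MG132 reads +100%, hits lower the ratio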
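TMD8 ABC-DLBCL cells carrying doxycycline-inducible green luciferase fused to IkappaBalpha plus unfused red luciferase were exposed to compounds (up to 46 uM) for 4 hrs at 37C. Activity came from the overlap-corrected green/red luminescence ratio.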
B2AR arrestin: recruits beta-arrestin to the human beta2-adrenergic receptor. P07550. beta-arrestin recruitment to beta2AR, cell-based reporter. Potency, µM (doses to about 46.1 µM), for the others: top-dose activation, hits mostly activators. actives 0.02% (n = 330,000). AID 492947;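 further: potency means the concentration at half of the fitted maximal effect; 0% = DMSO controls and full agonism = EC100 isoproterenol or metaproterenol; nearly all actives have a fitted effect of over 65% in size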
ELG1 repair inh: inhibitors of ELG1-dependent DNA repair in HEK293T cells. HEK293T ELG1-luciferase reporter, luminescence, 16 h; DNA damage induced by 5-fluorouridine. Potency, µM (highest dose often 46.1 µM), for the others: top-dose activity change, negative = inhibition, hits mostly inhibitors. actives 2.3% (n = 330,000). AID 504467; further: potency means the concentration at half of the fitted maximal effect; on the % scale 0 is the no-effect control and ±100 the full control effect; nearly all actives have a fitted effect of over 55% in size
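Reporter activity after DNA damage by 5-fluorouridine is monitored. Compound-treated cells incubate 16 hr at 37 °C, then ONE-Glo is added for 30 min before luminescence reading.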
* marks the source's active call; other numbers are inactive results; ? = inconclusive; . = no result given; [ ] = dose if it differs, or a comment. Unless noted, the call rests on the fitted dose curve; in most records, active means well fitted curve in the direction sought with a large enough effect; inconclusive means small, poorly fitted or top-dose-only effect, or another doubt; inactive means no such curve, though single readings can be large; an effect the other way counts as inactive or inconclusive. Rows were taken by chance; overall some 3% were active at least once.

SMILES	Eya2 inh	TSHR antagonist	Mito fusion act	Tb PFK inh	TSG101-PTAP inh	uPA surface inh	TCR act	USP2a inh	Chronic BCR inh	B2AR arrestin	ELG1 repair inh
Cc1ccc(S(=O)(=O)N2CCCCC2)cc1NC(=O)CSc1ncccn1	6%	7	0%	1%	-2%	?	-4%	0%	3%	0.4%	1%
O=C1COc2ccc(C(=O)COC(=O)Cc3ccc(F)cc3)cc2N1	-1%	-8	4%	0%	-6%	-3%	-6%	-1%	8%	-0.3%	4%
CC(C)(C)c1ccc(-c2nc(NCc3cccnc3)c3ccccc3n2)cc1	-12%	6	10%	3%	-5%	-10%	1%[46.1 µM]	-5%	3%	-0.9%	?
CC1(C)CC(=O)C(C=NCCCN2CCCC2=O)=C(O)C1	19%[15.4 µM]	-3	-1%	3%	-3%	2%	-5%	4%	1%	0.0%	3%
CN(C)c1ccc(/C=C(/NC(=O)c2ccccc2)C(=O)N/N=C/c2ccc([N+](=O)[O-])c(O)c2)cc1	-7%	-18	0%	3%	-5%	.	-1%	?	?	2.8%	?
Cc1ccc(C2=NN(CC(=O)NCc3ccco3)C(=O)CC2)cc1	7%	4	-6%	0%	2%	-5%	0%[46.1 µM]	3%	1%	-0.2%	6%
CC1CCc2sc(C(=O)OCC(=O)NCc3ccc(F)cc3)cc2C1 (configuration not stated)	-3%	-1	6%	-10%	-2%	-6%	-3%[46.1 µM]	1%	4%	-0.7%	7%
O=C(/C=C/C=C/c1ccccc1)c1ccco1	0%	-7	-12%	-3%	0%	-3%	2%	1%	?	-0.4%	0%
CCOc1ccc(NC(=S)N2CCN(C/C=C/c3ccccc3)CC2)cc1	-1%	29	-17%	-3%	2%	0%	0%	7%	-1%	-0.4%	-15%
CCOc1ccc(-c2nc(-c3cccs3)c(CC(=O)O)s2)cc1OC	7%	-16	-1%	2%	0%	-9%	-3%	2%	?	0.1%	?
O=C(CSc1nc2ccccc2s1)CSc1nc2ccccc2s1	-2%	2	-1%	-7%	0%	9%	-3%	0%	?	0.1%	7%
CCC(=O)N1CCc2cc(Br)cc(S(=O)(=O)CCC(=O)NCCc3ccccc3)c21	-8%	-6	35%	2%	-1%	3%	0%	2%	?	0.2%	-23%
Cc1cc(NC(=O)CSc2ccc3nnc(-c4ccc(Cl)cc4)n3n2)no1	-8%	0	0%	1%	-6%	.	3%	2%	3%	0.4%	?
COCCCN1CC(=O)N2C(c3ccc(C)cc3)c3[nH]c4ccccc4c3C[C@H]2C1=O (some centres not stated)	5%	-4	3%	1%	-5%	4%	6%	-1%	-12%	0.4%	-1%
S=c1[nH]ncn1/N=C/c1ccccc1	6%	0	-8%	2%	1%	-6%	-2%	2%	0%	-1.8%	3%
C[C@@]12C(=O)N(CC3CC3)CC(=O)N1[C@H](/C=C/c1ccccc1)[C@@H]1C(=O)N(c3ccccc3)C(=O)[C@@H]12	-3%	32	2%	0%	4%	2%	-4%	0%	18%	-0.1%	3%
O=C(CSc1nnc(-c2ccco2)n1-c1ccccc1)N1CCN(C(=O)c2ccco2)CC1	-1%	2	-2%	4%	0%	1%	-3%	-1%	-2%	-0.3%	-1%
Cc1ccc(-c2csc3ncnc(N4CCN(C)CC4)c23)cc1C	-17%	-31	-22%	0%	-2%	6%	0%	0%	0%	-0.7%	?
CCC(NC(=O)N(Cc1ccccc1)Cc1ccc2c(c1)OCO2)(C(F)(F)F)C(F)(F)F	-4%	0	8%	-4%	-2%	7%	4%	2%	0%	0.0%	11%
Cc1cc(C(=O)N/N=C2\CCCC(=O)C2)c(C)o1	32%	1	-3%	2%	-1%	0%	-1%	2%	?	-0.7%	27%
COC(=O)c1ccccc1NC(=O)CN1C(=O)c2ccccc2S1(=O)=O	-23%	31	7%	1%	-2%	7%	-11%	-9%	-4%	-0.2%	8%
Cc1csc(NC(=O)CCn2c(=O)oc3ccc(Cl)cc32)n1	-3%	-6	10%	1%	-1%	-5%	3%	-1%	9%	-0.1%	-4%
COc1cc2[nH]c(=S)nc(NCc3cccc(Cl)c3)c2cc1OC	13%	-2	-35%[inhibitor]	-2%	4%	-14%	2%	-5%	0%	0.0%	-21%
COc1cc(NC(=O)c2ccc([N+](=O)[O-])cc2)c(OC)cc1NC(=O)CC(C)C	7%	-21	1%	0%	-2%	0%	-2%	2%	10%	-1.0%	9%
Cc1sc(NC(=O)CSc2nnc(C(C)C)n2C)c(C#N)c1C	3%	-9	-2%	2%	0%	0%	-2%[46.1 µM]	0%	7%	-0.2%	-10%
Cc1cc(C)n(C(=O)c2cc3sccc3[nH]2)n1	6%	-2	13%	1%	-12%	-8%	8%	0%	?	0.2%	?
O=C(O)C1C2C=CC(O2)C1C(=O)Nc1ccc(S(=O)(=O)N2CCc3ccccc32)cc1 (configuration not stated)	10%	2	-5%	16%	-4%	.	2%	0%	-1%	-0.2%	-4%
Cc1cccc(CN2CCC(CNC(=O)C3CCCN(S(=O)(=O)c4cnc[nH]4)C3)CC2)c1 (configuration not stated)	13%	-1	0%	-5%	-3%	11%	4%	0%	0%	-1.4%	2%
COc1ccccc1N1CCN(C(=O)COc2cccc3ccccc23)CC1	-13%	-9	11%	0%	-1%	0%	7%	-9%	?	0.0%	?
COc1ccc2[nH]c(=O)c(CNc3ccccc3OC)cc2c1	-3%	18	5%	2%	-4%	2%	0%	3%	?	-0.1%	-13%
COc1c2c(c(C)c3c1C(=O)OC3)O[C@@]1(C)CC[C@@]3(O)C(C)(C)OC(=O)CC[C@]3(C)[C@H]1C2	16%	-2	3%	0%	-1%	?	-3%	3%	1%	0.0%	2%
COC(=O)/C(C#N)=C/c1c(Oc2cccc(C)c2)nc2ccccn2c1=O	-24%	-9	0%	1%	0%	-5%	-4%	-3%	-11%	0.6%	-2%
COC(=O)[C@@H](NC(=O)NC1CCCCC1C)C(C)C (some centres not stated)	-1%	-3	2%	-1%	4%	-2%	11%	-1%	4%	-0.5%	?
COc1ccc(S(=O)(=O)N2CCCCCC2)cc1C(=O)N(C)Cc1ccc(Cl)cc1Cl	-2%	-1	?	-1%	-8%	-3%	1%	0%	23%	0.2%	?
COC(=O)c1cccc(NC(=O)C(C)N2C(=O)c3ccccc3C2=O)c1 (configuration not stated)	29%	0	2%	1%	-6%	8%	0%	-1%	4%	-0.5%	0%
CCc1cc(=O)oc2cc(OCC(N)=O)c(Cl)cc12	4%	0	4%	1%	-4%	1%	7%	1%	0%	0.1%	0%
CN1CCN(C(=O)/C(=C\c2ccc3c(c2)OCO3)NC(=O)c2cccs2)CC1	7%	-2	6%	2%	-3%	2%	4%	1%	0%	0.1%	9%
Cc1ccc(-c2nnn(CC(=O)N(Cc3ccccc3F)C(C(=O)NC3CCCC3)c3ccncc3)n2)o1 (configuration not stated)	-3%	-12	-1%	-2%	1%	-1%	-3%[46.1 µM]	-4%	1%	-1.0%	-9%
O=C(Nc1ccc(Cl)cc1)c1cc(S(=O)(=O)N2CCOCC2)cs1	1%	-7	5%	-3%	-2%	-13%	-5%	3%	?	-0.1%	15µM*
CCOc1ccc(S(=O)(=O)N2CCN(C(=S)NCC3CCCO3)CC2)cc1 (configuration not stated)	14%	22	4%	1%	-6%	6%	-5%	0%	-2%	0.1%	-22%
COc1ccccc1NC(=S)c1ccccc1	4%	-14	-8%	-18%	-2%	-4%	-3%[46.1 µM]	3%	-6%	-0.3%	?
Cn1c(=O)c2c(nc(NCc3ccc4c(c3)OCO4)n2Cc2ccccc2Cl)n(C)c1=O	-2%	28	7%	-6%	-1%	-1%	14%	-1%	4%	-0.5%	-2%
Cc1ccc([N+](=O)[O-])cc1S(=O)(=O)N1CCCCC1C(=O)O (configuration not stated)	-3%	-1	0%	-1%	0%	5%	-4%	-2%	1%	0.2%	-5%
Oc1c(Cl)cc(Cl)c(Cl)c1Cc1c(O)c(Cl)cc(Cl)c1Cl	8%	-103*	-14%	-7%	-7%	?	5%	?	?	0.5%	?
COc1ccc(CCNC(=S)NCc2cccs2)cc1OC	0%	1	0%	-8%	-1%	20%	2%	3%	-10%	-1.0%	0%
